Tau fibril FP: blocks human tau fibril formation measured by polarization. P10636. K18 P301L tau heparin fibrillization, Alexa594 FP, 6 h. Potency, µM (top dose mostly 57.7 µM), without a hit: top-dose activity, negative = inhibition, hits mostly inhibitors. actives 0.39% (n = 280,000). AID 1468; further: potency means the concentration at half of the fitted maximal effect; on the % scale 0 is the no-effect control and ±100 the full control effect; nearly all actives have a fitted effect of over 55% in size
Target sequence (P10636 561-689 P618L limits assumed): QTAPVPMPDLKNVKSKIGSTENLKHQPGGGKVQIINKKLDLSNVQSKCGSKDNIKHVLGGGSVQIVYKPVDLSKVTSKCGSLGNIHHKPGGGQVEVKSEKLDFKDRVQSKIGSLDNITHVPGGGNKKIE
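Human tau K18 […] P301L fragment, 15 uM unlabeled plus 0.24 uM Alexa 594-labeled tau (final), with compound and 20 uM heparin in 100 mM sodium acetate pH 7; 6 hr at 37 C, then Alexa 594 FP read.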
aGal spleen mod: inhibitors or activators of human alpha-galactosidase in spleen homogenate | P06280 | human spleen homogenate, 4MU-alpha-Gal fluorescence, 40 min | actives 0.008% (n = 240,000) | Potency, µM (top dose mostly 80 µM), without a hit: at the highest dose activity change, negative = inhibition, hits mostly inhibitors;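 further: potency means the concentration at half of the fitted maximal effect; 0% = enzyme with vehicle and -100% = no enzyme basal signal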
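Human spleen homogenate (1 ug) as enzyme source, 4-methylumbelliferyl-alpha-D-galactopyranoside 1 mM final, citrate/phosphate pH 5.0 with 0.01% Tween-20. Compounds 40 min at 37C, NaOH/glycine stop; fluorescence Ex 365/Em 440, Hill-fit AC50.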
CBFb RUNX1 block: inhibitors of human CBF-beta and RUNX1 interaction; Q01196+Q13951; AlphaScreen CBFb-His/RUNX1-biotin binding, biochemical; Potency, µM (top dose mostly 59.8 µM), without a hit: at the highest dose activity, negative = inhibition, usual class: inhibitors; 230,000 tested, under 10 active; further: % of control where 0% means no effect
Target sequence (Q01196 whole entry, looked up): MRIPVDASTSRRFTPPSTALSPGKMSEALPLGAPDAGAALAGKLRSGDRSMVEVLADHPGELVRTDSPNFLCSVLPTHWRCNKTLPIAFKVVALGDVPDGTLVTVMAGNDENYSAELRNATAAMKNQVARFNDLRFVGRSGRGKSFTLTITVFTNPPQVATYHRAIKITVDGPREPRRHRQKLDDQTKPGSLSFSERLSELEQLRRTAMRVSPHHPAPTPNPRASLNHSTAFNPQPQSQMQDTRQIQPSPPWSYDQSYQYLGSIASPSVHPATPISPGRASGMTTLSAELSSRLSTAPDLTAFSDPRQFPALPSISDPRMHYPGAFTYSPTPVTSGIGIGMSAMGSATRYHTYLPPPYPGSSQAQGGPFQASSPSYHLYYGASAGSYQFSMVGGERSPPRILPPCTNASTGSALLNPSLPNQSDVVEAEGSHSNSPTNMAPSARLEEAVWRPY
Target sequence (Q13951 whole entry, looked up): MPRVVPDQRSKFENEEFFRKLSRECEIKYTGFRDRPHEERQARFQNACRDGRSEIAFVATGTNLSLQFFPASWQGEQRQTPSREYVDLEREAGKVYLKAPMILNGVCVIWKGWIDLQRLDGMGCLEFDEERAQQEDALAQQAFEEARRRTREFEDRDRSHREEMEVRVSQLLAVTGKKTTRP
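Bead-based AlphaScreen assay; binding partners His-tagged CBF-beta and biotinylated RUNX1 at 30 nM each. Compound exposure 15 min after a 20-min protein preincubation; bead step 90 min; all steps at room temperature.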
Epigenetic derep: epigenetic control regulation, reporter derepression; actives 0.2% (n = 280,000); Potency, µM (series often up to 53.9 µM), inactives show top-dose GFP activation, most hits filed as activators; murine LDR cells, GFP reporter derepression, 30 h; further: potency means the concentration at half of the fitted maximal effect; % of control where 0% means no effect; nearly all actives have a fitted effect of over 60% in size
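Murine LDR cells carrying a silenced, genomically integrated CMV-driven GFP reporter were exposed to compound for 30 hours at 37 C. After PBS washes, GFP-positive cells (20–120 um objects) were counted by laser-scanning microplate cytometry.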
TR SRC2 fluor cs: counter-screen for TRb-SRC2 inhibitors: fluorescence interference | Potency, µM (series often up to 106 µM), for inactives: top-dose fluorescence change, negative = quenching | actives 0.29% (n = 280,000) | TRb/SRC2 Texas Red total fluorescence interference; active means well fitted curve in either direction with a large enough effect; inconclusive means small, poorly fitted or top-dose-only effect; further: potency means the concentration at half of the fitted maximal effect; on the % scale 0 is the no-effect control and ±100 the full control effect
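Human TRb ligand-binding domain at 0.6 uM with 20 nM Texas Red SRC2 peptide in Tris buffer containing 1 uM T3 and 5% DMSO, incubated with compound 5 h at ambient temperature. Total fluorescence (555/632 nm) calculated as parallel + 2 × perpendicular.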
Tau fluor counter: counter-screen for tau fibril formation inhibitors; tau K18 P301L Alexa594 fluorescence, heparin fibrillization; Potency, µM (titrated, usually from 57.7 µM), for the others: at the top dose activity change, negative = decrease; actives 0.93% (n = 280,000); further: potency means the concentration at half of the fitted maximal effect; on the % scale 0 is the no-effect control and ±100 the full control effect; nearly all actives have a fitted effect of over 55% in size
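Human tau K18 P301L (15 uM unlabeled, 0.24 uM Alexa 594-labeled) in 100 mM sodium acetate pH 7 with 20 uM heparin, 6 hr at 37 C. ThT 30 uM added, 1 hr ambient; Alexa 594 FP and total fluorescence read at 555/632 nm.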
NPSR antag: blocks cAMP signaling of the human neuropeptide S receptor; Q6W5P4; CHO-NPSR cells, cAMP TR-FRET, antagonist mode; Potency, µM (highest dose often 38.3 µM), without a hit: top-dose activity change, negative = inhibition, actives largely listed as inhibitors; actives 1% (n = 220,000); further: potency means the concentration at half of the fitted maximal effect; on the % scale 0 is the no-effect control and ±100 the full control effect; nearly all actives have a fitted effect of over 50% in size; many of its hits are not listed in these tables
TRb-SRC2 inh: TRbeta-SRC2 interaction inhibition | TRbeta-SRC2 peptide binding, fluorescence polarization; receptor liganded with 1 µM T3 | Potency, µM (top dose mostly 106 µM), inactives show at the top dose activity change, negative = inhibition, actives largely listed as inhibitors | actives 0.065% (n = 280,000) | AID 1469;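 further: potency means the concentration at half of the fitted maximal effect; plate controls were bound peptide for no effect and peptide without receptor for full effect; nearly all actives have a fitted effect of over 50% in size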
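Decrease in fluorescence polarization of 20 nM Texas Red SRC2 coactivator peptide flagged inhibition of its binding to 0.6 uM TRb LBD; 1 uM T3 included, incubation 5 hr, ex 555/em 632 nm.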
The depositor's hits bear a star; ? = inconclusive; . = no result given; [ ] = dose if it differs, or a comment. Unless noted, the call rests on the fitted dose curve; in most records, active means well fitted curve in the direction sought with a large enough effect; inconclusive means small, poorly fitted or top-dose-only effect, or another doubt; inactive means no such curve, though single readings can be large; an effect the other way counts as inactive or inconclusive.

Start of the data: the first two entries (preview)
Value order: Tau fibril FP | aGal spleen mod | CBFb RUNX1 block | Epigenetic derep | TR SRC2 fluor cs | Tau fluor counter | NPSR antag | TRb-SRC2 inh
O=C(CNc1ccc2ccccc2c1)N/N=C/C=C/c1cccc([N+](=O)[O-])c1
    7.0% | 11.7% | 1.0% | 4.6% | -0.6% | 7.08µM*[quencher] | -18.6%[46.1 µM] | 3.7%
CC(=O)N[C@H]1C(O[C@@H]2O[C@H](C[C@@H](O)[C@H]3O[C@@H](N4CCC(=O)NC4=O)[C@H](O)[C@@H]3O)[C@H](O)[C@H](O)[C@H]2NC(=O)/C=C/CCCCCCCCCCC(C)C)OC(CO)[C@@H](O)[C@@H]1O (stereo not given in full)
    -12.7% | -2.0% | -17.1% | 1.4% | -4.1% | -27.4% | . | 2.0%

The list itself, previewed entries included:
Value order: Tau fibril FP | aGal spleen mod | CBFb RUNX1 block | Epigenetic derep | TR SRC2 fluor cs | Tau fluor counter | NPSR antag | TRb-SRC2 inh
O=C(CNc1ccc2ccccc2c1)N/N=C/C=C/c1cccc([N+](=O)[O-])c1
    7.0% | 11.7% | 1.0% | 4.6% | -0.6% | 7.08µM*[quencher] | -18.6%[46.1 µM] | 3.7%
CC(=O)N[C@H]1C(O[C@@H]2O[C@H](C[C@@H](O)[C@H]3O[C@@H](N4CCC(=O)NC4=O)[C@H](O)[C@@H]3O)[C@H](O)[C@H](O)[C@H]2NC(=O)/C=C/CCCCCCCCCCC(C)C)OC(CO)[C@@H](O)[C@@H]1O (stereo not given in full)
    -12.7% | -2.0% | -17.1% | 1.4% | -4.1% | -27.4% | . | 2.0%
COc1cc(NC(=O)CCNS(=O)(=O)c2ccc3c(c2)CCC(=O)N3)cc(OC)c1
    3.7% | -2.8% | 11.4% | 0.0% | -9.0% | -18.4% | 11.3% | -6.6%
CSc1nc(N)n2nc(-c3ccc(Cl)cc3)cc2n1
    -4.3% | -3.3% | 10.8% | 0.1% | -3.2% | 6.8% | -10.3% | -3.2%
CCOC(=O)c1cnn(-c2nc(SC)nc3sc4c(c23)CCC4)c1N
    4.5% | -2.4% | 5.4% | -1.0% | -28.2% | -3.1% | -8.9%[46.1 µM] | 19.1%
COC(=O)COc1ccc(S(=O)(=O)N2CCOCC2)cc1C
    3.9% | -13.6% | 7.1% | -0.8% | 0.3% | 4.3% | -3.1%[46.1 µM] | -6.2%
O=C(/C=C/c1cn(-c2ccccc2)nc1-c1ccc2c(c1)OCCO2)NCCO
    ? | 13.3% | 4.2% | 1.3% | -2.8% | ? | -26.7% | -3.5%
CC(C)Cn1cc(NC(=O)N2CCN(c3ccccc3F)CC2)c2ccccc2c1=O
    -7.1% | . | . | -0.4% | -1.2% | -5.4% | . | -1.0%
CCC(=O)N1N=C2CC(C)(C)OCC2C1c1ccccc1 (stereo not given)
    -8.7% | -10.4% | 0.9% | 1.1% | -14.3% | -4.3% | 6.4% | 8.8%
Cc1ccccc1C(=O)OCCCN=C1NS(=O)(=O)c2ccccc21
    -13.5% | 13.2% | 0.4% | -1.0% | -4.3% | -7.6% | 2.7% | -19.6%
CCCCNC1=NCCS1
    6.2% | -1.9% | 7.0% | -2.1% | 1.5% | 5.3% | 10.4% | 1.7%
Cc1ccccc1C(=O)NNc1ccc(-c2csnn2)cc1
    4.3% | 0.7% | 16.6% | -0.2% | -0.8% | -2.7% | 7.6% | -1.1%
CC(c1ccccc1)n1c(SCC(=O)N2CC(=O)Nc3ccccc32)nc2ccccc2c1=O (stereo not given)
    1.2% | -4.2% | -16.1% | 0.0% | -3.4% | -13.4% | -29.4%[46.1 µM] | -0.6%
COc1ccccc1CNC(=O)C1CCN(C(=O)c2sccc2-n2cccc2)CC1
    0.5% | . | . | 0.0% | 8.4% | -13.4% | . | -3.1%
O=C(Cn1nnc(-c2ccncc2)n1)N1CCc2ccccc21
    5.8% | 4.6% | 3.9% | ? | -3.4% | 8.1% | 7.6%[46.1 µM] | 0.8%
Fc1ccccc1-c1nc(NCc2ccco2)c2ccccc2n1
    -13.8% | -3.7% | -5.3% | -4.5% | -0.3% | -23.7% | -31.6% | 4.4%
Cc1cccc2cc(CN(CCCO)C(=O)Nc3ccccc3Cl)c(=O)[nH]c12
    -6.4% | 4.9% | 3.3% | 1.0% | -1.2% | -5.9% | -15.1%[46.1 µM] | -5.3%
COc1ccccc1N1CCN(/N=C/c2ccc(O)c(O)c2)CC1
    -10.9% | -7.4% | -23.6% | 3.1% | -5.0% | ? | -14.1% | 1.8%
O=C(c1ccc(S(=O)(=O)NCc2ccco2)cc1)N1CCN(Cc2ccc3c(c2)OCO3)CC1
    -0.9% | -8.8% | -6.0% | 0.8% | -0.6% | 1.4% | -19.7% | 3.4%
S=C(NCCc1ccccn1)Nc1cccc(Cl)c1
    1.8% | -7.0% | 6.2% | 0.1% | 4.4% | -4.4% | -4.9% | 2.4%
Nc1nc(NCc2ccc(Cl)cc2)nc(NCCO)c1[N+](=O)[O-]
    -2.2% | 0.9% | 4.7% | 1.3% | -2.1% | -9.5% | 27.6% | 0.8%
Cc1cccc(OCC(=O)OCc2cc(=O)n3nc(C4CC4)sc3n2)c1
    10.9% | . | . | 1.5% | -2.5% | -3.4% | . | -5.7%
O=c1n(Cc2ccc(Cl)cc2)nc2n1-c1ccccc1OC2
    -13.7% | . | . | 0.8% | -8.9% | -17.5% | . | 4.8%
Cc1ccc(-n2ncc3c(Nc4cccc(C)c4C)ncnc32)cc1
    -10.6% | . | . | -0.9% | -0.5% | -20.5% | . | -4.2%
COc1ccc(NC(=O)Nc2cc(F)ccc2C)cc1
    ? | 5.9% | -0.6% | -2.1% | -2.3% | -22.7% | -6.8% | -0.3%
Cc1cc(N(C)C)cc(C)[n+]1[O-]
    -6.1% | 2.9% | 4.5% | -3.9% | -2.8% | 4.5% | -0.2%[46.1 µM] | -4.4%
COC(=O)c1ccc(/C=C/c2ccc3cccc(OC)c3n2)cc1
    -1.6% | ? | 29.6% | -1.0% | -2.9% | -9.5% | -22.2% | -5.9%
O=C(COC(=O)/C=C/c1cccc(Cl)c1)NCCc1ccc(Cl)cc1Cl
    -3.6% | 10.1% | 5.3% | -1.0% | 0.8% | -10.1% | 15.0% | -7.4%
CC(=O)c1cc(C(c2csc(C(C)=O)c2)c2csc(C(C)=O)c2)cs1
    -9.2% | -5.8% | -7.4% | -1.0% | -0.6% | 4.9% | -13.6%[46.1 µM] | -5.9%
O=C(CCCN1C(=O)c2cccnc2C1=O)N1CC(=O)N(CCc2ccccc2)C(=O)C1
    -7.0% | 2.7% | 2.9% | -1.0% | 1.8% | -11.1% | -3.7%[46.1 µM] | 3.9%

Later entries.
mol | Tau fibril FP | aGal spleen mod | CBFb RUNX1 block | Epigenetic derep | TR SRC2 fluor cs | Tau fluor counter | NPSR antag | TRb-SRC2 inh
CCc1ccccc1NC(=O)CSc1nnc2ccc3ccccc3n12 | -5.3% | . | . | 0.8% | 6.4% | -7.2% | . | 0.1%
COCCCNC(=O)CSc1nc2ccccc2c(=O)n1Cc1ccc2c(c1)OCO2 | -6.0% | 3.2% | -6.9% | -1.8% | -0.5% | 5.4% | 11.1% | 6.0%
CCOC(=O)N1CCN(C(=O)CCNS(=O)(=O)c2cc(Br)cnc2N)CC1 | 6.8% | 4.3% | 2.9% | 0.0% | 2.0% | -1.8% | 1.5%[46.1 µM] | -5.1%
COc1ccc(OCC2CCCN(Cc3nc(CC4CC4)no3)C2)cc1 (stereo not given) | 5.0% | 2.4% | 7.6% | -0.1% | -3.8% | -11.0% | 36.8% | 6.8%
COc1ccc(CCNC(=O)CN2C(=O)COc3ccccc32)cc1OC | -1.7% | . | . | -4.9% | -1.0% | -21.0% | . | 1.8%
Cc1cccc(OC(=O)n2c(=S)oc3cc(Cl)ccc32)c1 | 8.3% | 2.5% | -2.7% | 2.3% | 5.7% | 2.7% | 1.6%[46.1 µM] | 2.6%
COc1cc(-c2[nH]ncc2CN(C)Cc2cc(C)[nH]n2)cc(OC)c1OC | 2.3% | -3.8% | -0.8% | -4.6% | -1.3% | 2.6% | -19.9% | 8.2%
COc1ccccc1NC(=O)CSCc1cc(=O)c2c(C)cc(C)cc2[nH]1 | -4.8% | . | . | 1.6% | -2.1% | -19.2% | . | -0.3%
Cc1cc2nccc(-c3ccc(Cl)c([N+](=O)[O-])c3)n2n1 | 1.9% | 9.4% | -3.2% | 8.6% | -6.0% | -8.5% | -12.7% | 1.5%
COc1ccccc1CNC(=O)C1CCN(S(C)(=O)=O)CC1 | -3.2% | 0.9% | 4.1% | -0.9% | 1.3% | -2.5% | -5.2%[46.1 µM] | 0.8%
CCOc1ccc(NS(=O)(=O)c2ccc(OC)c(NC(=O)c3ccc4c(c3)OCCO4)c2)cc1 | -13.2% | 1.1% | 3.0% | -0.9% | -0.3% | ? | -23.3% | -1.4%
CC(C)OCCCNC(=O)C1CCN(S(=O)(=O)N2CCCCC2)CC1 | 2.3% | 1.3% | -2.4% | -0.9% | -2.4% | -1.2% | 4.5%[46.1 µM] | 8.1%
Cc1nn(C)c(Oc2ccc(Cl)cc2)c1C(=O)Nc1ccc(F)cc1F | -2.8% | 1.0% | -0.3% | 2.5% | -2.2% | -7.8% | -19.6%[46.1 µM] | -4.0%

Arranged by SMILES length (smallest number first): part of the list above
mol | Tau fibril FP | aGal spleen mod | CBFb RUNX1 block | Epigenetic derep | TR SRC2 fluor cs | Tau fluor counter | NPSR antag | TRb-SRC2 inh
COc1ccccc1CNC(=O)C1CCN(S(C)(=O)=O)CC1 | -3.2% | 0.9% | 4.1% | -0.9% | 1.3% | -2.5% | -5.2%[46.1 µM] | 0.8%
Cc1cccc(OC(=O)n2c(=S)oc3cc(Cl)ccc32)c1 | 8.3% | 2.5% | -2.7% | 2.3% | 5.7% | 2.7% | 1.6%[46.1 µM] | 2.6%
COc1ccc(OCC2CCCN(Cc3nc(CC4CC4)no3)C2)cc1 (stereo not given) | 5.0% | 2.4% | 7.6% | -0.1% | -3.8% | -11.0% | 36.8% | 6.8%
COCCCNC(=O)CSc1nc2ccccc2c(=O)n1Cc1ccc2c(c1)OCO2 | -6.0% | 3.2% | -6.9% | -1.8% | -0.5% | 5.4% | 11.1% | 6.0%

Only part of the results is shown (hit frequency here may not be typical).
